From PubChem
HDAC3 inh: HDAC3 deacetylase inhibitors, primary screen, biochemical, fluorescence, cell-free homogeneous. 0.15% of 320,000 active. recombinant HDAC3, fluorogenic peptide/trypsin coupled. inhibition, % at 8.3 µM; in the data active = inhibition above about 26%, passing the limit was not always enough
ANO1 block: TMEM16A chloride channel inhibitors, primary screen, cell-based, HTS; Anoctamin-1 (Mus musculus), Q8BHY3; HEK293 TMEM16A/YFP iodide influx fluorescence, ionomycin; normalized B-score (activity score, 25-100; higher = stronger inhibition) at 10 µM; 1.2% of 310,000 active; AID 588511, 2011;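 active = ratio plate-corrected score three or more library SD toward inhibition, starting fluorescence score within five deviations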;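 note: score derived from kinetic fluorescence span divided by baseline fluorescence per well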
TRPC4 PAM: positive allosteric modulators of TRPC4, primary screen, cell-based, mouse TRPC4beta, HEK293 mu-opioid, Fluo-4 calcium; Short transient receptor potential channel 4 (Mus musculus), Q9QUQ5; B-score at 10 µM; 0.42% of 310,000 active; DAMGO EC20, Fluo-4 Ca2+ flux; hits give high values; AID 2227, 2009;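 active = B-score of calcium response area above 5 SD of library B-scores, with initial fluorescence ratio within 5 SD of library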;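 note: B-score of integrated fluorescence ratio over time as area under calcium response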
hERG rescue: hERG rescue from dofetilide block, primary screen, cell-based, CHO-hERG, FluxOR thallium flux, dofetilide IC70; dofetilide IC70 present; 0.51% of 310,000 active; Voltage-gated inwardly rectifying potassium channel KCNH2 (Homo sapiens), Q12809; activation (rescue from dofetilide block), less the hit threshold, % at 10 µM;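 active = activation above the mean of controls blocked by dofetilide plus 5 SD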;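 note: thallium influx through hERG after potassium depolarization seen as dye fluorescence rise; in these data hits start at about 4.7%; inactives centre near -7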
Dyrk1A ADPGlo: rat Dyrk1A kinase inhibitors, primary screen, biochemical, single point, plate reader. ADP-Glo luminescence, NFATc1 peptide. inhibition, % at 12.5 µM. 0.43% of 310,000 active; in the data active = inhibition above about 50%;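 note: plate controls were vehicle with enzyme for no effect and no enzyme for full effect; many of its hits are not listed in these tables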
KCNQ1 inh: inhibitors of human KCNQ1 channel, primary screen, cell-based, thallium flux, high-throughput | B-score at 10 µM | AID 2642, 2010 | CHO-K1 KCNQ1, FluxOR thallium flux fluorescence; hits give high values | 1.3% of 310,000 active | Potassium voltage-gated channel subfamily KQT member 1 (Homo sapiens), P51787;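 active = compounds whose thallium flux B-score, printed positive for inhibition, exceeds three library SD while starting fluorescence stays within three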;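 note: channel opened by potassium depolarization with thallium stimulus after 20 min compound exposure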
Target sequence (P51787 whole entry, looked up): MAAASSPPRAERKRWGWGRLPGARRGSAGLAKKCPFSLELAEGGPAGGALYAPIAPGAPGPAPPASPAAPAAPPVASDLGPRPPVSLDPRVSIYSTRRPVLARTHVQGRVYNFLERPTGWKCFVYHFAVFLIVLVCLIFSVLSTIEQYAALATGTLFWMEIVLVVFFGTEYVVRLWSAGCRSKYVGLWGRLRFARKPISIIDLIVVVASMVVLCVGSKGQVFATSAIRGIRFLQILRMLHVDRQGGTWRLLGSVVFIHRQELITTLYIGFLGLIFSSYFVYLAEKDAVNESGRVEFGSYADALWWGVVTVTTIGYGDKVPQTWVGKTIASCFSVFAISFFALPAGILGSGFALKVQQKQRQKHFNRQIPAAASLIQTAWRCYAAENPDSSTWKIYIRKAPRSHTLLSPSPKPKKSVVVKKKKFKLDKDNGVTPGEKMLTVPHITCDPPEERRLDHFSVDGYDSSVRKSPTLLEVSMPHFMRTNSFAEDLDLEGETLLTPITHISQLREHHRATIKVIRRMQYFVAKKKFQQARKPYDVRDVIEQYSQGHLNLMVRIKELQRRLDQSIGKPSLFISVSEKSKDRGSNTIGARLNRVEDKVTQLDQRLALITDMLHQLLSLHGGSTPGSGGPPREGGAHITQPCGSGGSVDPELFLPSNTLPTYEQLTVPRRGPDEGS
KCNK3 block: human KCNK3 channel inhibitors, primary screen, CHO cells, FluxOR thallium flux, B-score; Potassium channel subfamily K member 3 (Homo sapiens), O14649; FluxOR fluorescence; hits give low values; B-score at 10 µM; 0.84% of 340,000 active; AID 602410, 2012;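 active = B-score under library mean minus 4 SD, starting fluorescence ratio at most library mean plus 5 SD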;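 note: more negative B-score means stronger inhibition of thallium flux through KCNK3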
KCNQ1 pot: potentiators or activators of KCNQ1 channel, primary screen, cell-based, thallium flux, high-throughput; Potassium voltage-gated channel subfamily KQT member 1 (Homo sapiens), P51787; CHO-K1 KCNQ1, thallium flux FluxOR fluorescence; hits give high values; B-score at 10 µM; 0.35% of 310,000 active; AID 2648, 2010;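 active = fluorescence ratio B-score, a plate-corrected score, at least three library SD, with initial intensity B-score within 5 SD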
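assay system = CHO-K1 cells stably expressing KCNQ1 | medium = assay buffer, equal DMSO in all wells | timing = 37 °C overnight plating, 90-min dark dye load, 20-min compound pretreatment | measured by = kinetic FluxOR thallium fluorescence, 10-s 1-Hz baseline, 110-s post-stimulus read | measure = fluorescence change relative to baseline, converted to B score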
ANO1 activ: TMEM16A chloride channel activators or potentiators, primary screen, cell-based, HTS; AID 623877, 2012; 0.3% of 340,000 active; HEK293 TMEM16A/YFP-H148Q/I152L, iodide quench fluorescence; hits give low values; Anoctamin-1 (Mus musculus), Q8BHY3; B-score at 10 µM;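 active = fluorescence-ratio B-score plate-corrected deviation score at least 3 library SD below zero, with starting fluorescence score within 5 deviations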;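 note: channel opened by trigger with iodide after compound preincubation; score built on the fluorescence ratio of max minus min over baseline; more negative score means more quench and so TMEM16A activation or potentiation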
KCNK9 block: KCNK9 potassium channel inhibitors, primary screen, HEK293 cells, thallium flux; FluxOR thallium flux fluorescence; hits give low values; B-score at 10 µM; 1.2% of 310,000 active; AID 488922, 2010;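 active = ratio B-score over 3 SD below the library mean, with starting fluorescence within 5 SD of its mean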;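 note: negative B-score means less thallium flux so channel inhibition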
Target sequence (Q9NPC2 whole entry, looked up): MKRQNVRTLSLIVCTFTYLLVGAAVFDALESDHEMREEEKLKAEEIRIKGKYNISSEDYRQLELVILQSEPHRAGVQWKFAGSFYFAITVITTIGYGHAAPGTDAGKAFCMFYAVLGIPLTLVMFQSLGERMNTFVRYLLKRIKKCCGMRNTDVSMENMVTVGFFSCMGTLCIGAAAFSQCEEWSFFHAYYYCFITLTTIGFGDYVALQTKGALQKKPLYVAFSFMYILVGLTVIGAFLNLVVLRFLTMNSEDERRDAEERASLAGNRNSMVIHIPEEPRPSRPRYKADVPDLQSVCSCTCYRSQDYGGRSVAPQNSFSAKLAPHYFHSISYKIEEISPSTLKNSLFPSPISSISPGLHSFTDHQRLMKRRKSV
TRPC4 agonist: activators of mouse TRPC4 channel, primary screen, Fluo4 calcium, HEK293 TRPC4beta/mu-opioid cells; Short transient receptor potential channel 4 (Mus musculus), Q9QUQ5; Fluo4 calcium fluorescence; hits give high values; B-score at 10 µM; 0.49% of 310,000 active;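 active = B-score above 5 SD of library B-scores, and initial fluorescence ratio not above library mean plus 5 SD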;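 note: positive B-score marks a calcium rise read as TRPC4 activation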
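Assay system: HEK293 stable line with TRPC4beta plus mu-opioid receptor. Times: dye 45 min RT, read 110 s. Measured by: kinetic Fluo4 calcium fluorescence. Measure: B score of integrated ratio. Controls: assay buffer as low control, maximal DAMGO as high control.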
An asterisk follows results filed as active; i = inactive; x = no result given.

mol,TRPC4 PAM,Dyrk1A ADPGlo,TRPC4 agonist,ANO1 block,KCNQ1 inh,HDAC3 inh,KCNQ1 pot,hERG rescue,ANO1 activ,KCNK9 block,KCNK3 block
COc1ccc([N+](=O)[O-])cc1Nc1ncnc2ccccc12,i,-3,i,i,i,1,i,-12,i,i,i
O=c1nc(N2CCOCC2)nc2n1CCO2,i,2,i,i,i,3,i,-6,i,i,i
COc1ccccc1N(CC(=O)NCc1ccccc1C)S(=O)(=O)c1ccc(C)cc1,i,20,i,i,i,3,i,-9,i,i,i
Cc1ccc(CNC(=O)CCCn2nc(C)n3ccnc3c2=O)cc1,i,1,i,i,i,-2,i,-7,i,i,i
O=C(NC(=S)NC(c1ccccc1)c1ccncc1)c1ccccc1 (stereo not given),i,-2,i,i,i,x,i,-14,i,i,i
O=C(Nc1ccccc1Oc1ccccc1)c1cnccn1,i,-1,i,i,i,-3,i,-5,i,i,i
CCOC(=O)c1cc2c(ccn2-c2ccc(F)cc2)n1CC(=O)NC(C)(C)C,i,x,i,i,i,-3,i,-9,x,i,x
Cc1ccc2c(CC(=O)Nc3cccc(S(=O)(=O)N4CCOCC4)c3)coc2c1,i,4,i,i,i,-5,i,-5,i,i,i
O=C(NCCCc1ccc(F)cc1)C1CCC(=O)N(CCN2CCOCC2)C1 (stereo not given),i,8,i,i,i,-7,i,-3,i,i,i
COc1cc(C(c2nnnn2C2CCCC2)N2CCN(C)CC2)cc(OC)c1OC (stereo not given),i,2,i,i,i,-2,i,-5,i,i,i
N#C/C(=C/c1ccc(N2CCOCC2)o1)C(=O)N1CCOCC1,i,-4,i,i,i,x,i,-20,i,i,i
CCOC(=O)C1(CC2CCCCO2)CCN(C2CCSCC2)CC1 (stereo not given),i,-1,i,i,i,-1,i,-9,i,i,i
CCCCNS(=O)(=O)C1CCS(=O)(=O)C1 (stereo not given),i,-5,i,i,i,6,i,0,i,i,i
Cn1nnnc1SCC(=O)Nc1ccccc1C(=O)NC1CC1,i,-2,i,i,i,-12,i,-6,i,i,i
CC(C)CC(=O)Nc1cccc(-c2csc(-c3ccccc3)n2)c1,i,6,i,i,18*,-2,i,-12,i,-14*,i
COc1cccc(NC(=O)CCc2nnc3ccc(N4CCC(C)CC4)nn23)c1,i,-4,i,i,i,4,i,-10,i,i,i
N#CCC(=O)N/N=C/c1cn(Cc2cccc3ccccc23)c2ccccc12,i,-1,i,i,i,-6,i,-5,i,i,i
O=C(COC(=O)c1cccc(S(=O)(=O)NCc2ccccc2)c1)c1ccc2c(c1)OCCO2,i,0,i,i,i,7,i,-4,i,i,i
Cc1ccc(CN(Cc2cc3cc(C)ccc3[nH]c2=O)C(=O)N2CCOCC2)cc1,i,-4,i,i,i,0,i,-7,i,i,i
C=CCn1c(-c2c(C)nc3cc(C)ccn23)n[nH]c1=S,i,-7,i,i,i,6,i,1,i,i,i
O=C(Nc1ccc(Cl)c(S(=O)(=O)N2CCCCC2)c1)C1=COCCO1,i,8,i,i,i,-1,i,-15,i,i,i
CC(C)Oc1ccc(Br)cc1C(=O)N/N=C/c1c[nH]c2ccccc12,i,-2,i,i,i,2,i,0,i,i,i
CC1Cc2ccccc2N1C(=O)CSc1nc(-c2ccccc2)cs1 (stereo not given),i,-7,i,i,i,3,i,-15,i,i,i
CCCCCCCCOC(=O)c1c(CSC(=N)N)n(C)c2cc(Br)c(OC(C)=O)cc12,i,x,i,i,i,33*,i,-22,i,i,i
CCOC(=O)C1CCN(C(=O)c2ccccc2NS(=O)(=O)c2ccccc2)CC1,i,-5,i,i,i,-7,i,-12,i,i,i
O=C(COc1ccccc1[N+](=O)[O-])NNC(=O)Nc1cccc2ccccc12,i,-3,i,i,i,4,i,-7,i,i,i
Cc1ccc(CNc2ccc(N3CCOCC3)c(C(=O)O)c2)s1,i,-1,i,i,i,2,i,-7,i,i,i
Cc1cc(=O)c2c(C)ccc(C)c2[nH]1,i,14,i,i,i,-2,i,-5,i,i,i
NS(=O)(=O)c1ccc(NS(=O)(=O)c2ccc3c(c2)OCCO3)cc1,i,-9,i,i,i,3,i,-4,i,i,i
COc1cccc(CC(=O)N2CCN(S(=O)(=O)c3ccc(Br)cc3)CC2)c1,i,5,i,i,i,-7,i,-12,i,i,i
COC1(OC)N=C(N)C2(C#N)C(c3ccc(F)cc3)C12C#N (stereo not given),i,13,i,i,i,-6,i,-2,i,i,i
COc1ccc(Cc2noc(-c3ccc(C)cc3)n2)cc1,i,1,i,i,i,9,i,-9,i,i,i
O=c1cc(CSc2ccc(S(=O)(=O)N3CCCCC3)cn2)nc2sccn12,i,-9,i,i,i,2,i,-11,i,i,i
Cc1cc(SCC(=O)c2cccs2)n2nc(C)c(-c3ccc(Cl)cc3)c2n1,i,-2,i,i,i,-6,i,-7,i,i,i
CC1(C)OC(=O)C(=CNC(CO)C(=O)O)C(=O)O1 (stereo not given),i,4,i,i,i,1,i,-8,i,i,i
C/C(=N\N1C(C)CCCC1C)c1ccccc1O (stereo not given),i,-3,i,i,i,13,i,-4,i,i,i
COc1ccc(-c2cc3cc(C(=O)O)ccn3c2C(=O)c2ccccc2)cc1,i,2,i,i,i,-1,i,-5,i,i,i
O=C(Nc1cccc(F)c1)c1ccco1,i,x,i,i,i,0,i,-5,i,i,i
Cc1c(Cl)cccc1NC(=S)N1CCCN(Cc2ccccc2F)C1,i,-4,i,i,i,10,i,-16,i,i,i
O=C(Nc1nnc(Cc2ccccc2)s1)c1ccco1,i,-6,i,i,i,1,i,1,i,i,i
COc1ccccc1CN1C[C@@H]2C[C@@H](c3[nH]c4ccc(C)cc4c3C)N3CCC[C@@]23C1=O,i,2,i,i,i,5,i,-10,i,i,i
O=C(CNc1cc(S(=O)(=O)N2CCOCC2)ccc1NCC1CCCO1)Nc1ccc(C(F)(F)F)cc1 (stereo not given),i,16,i,i,i,10,i,-13,i,i,i
CCC(CC)c1nnc(NS(=O)(=O)Cc2ccccc2)s1,i,-3,i,i,i,-7,i,-5,i,i,i
COc1ccc(C)c2sc(N(CCCN(C)C)C(=O)c3ccc(S(=O)(=O)N(C)C)cc3)nc12,i,-1,i,i,i,7,i,-1,i,i,i
COc1ccc(N2C(=O)CC(N3CCN(Cc4ccc5c(c4)OCO5)CC3)C2=O)cc1 (stereo not given),i,-21,i,i,i,7,i,-8,i,i,i
CCn1c(SC)nnc1C1CCN(S(=O)(=O)c2ccc(OC)cc2)CC1,i,8,i,i,i,7,i,-11,i,i,i
CCOc1ccc2nc(COC(=O)c3cccs3)c(C(C)=O)[n+]([O-])c2c1,i,x,i,i,i,2,i,-6,i,i,i
FC(F)(F)c1ccccc1NC(=S)N1CCCC1,i,x,i,i,i,2,i,-6,i,i,i
CC1(C)N=C(SCC(=O)Nc2ccc(Cl)cc2)C(c2ccc(Cl)cc2)=N1,i,6,i,i,i,12,i,-17,i,i,i
CCCCn1c(C)nc2c(=O)n(C)c(=O)[nH]c21,i,-3,i,i,i,-12,i,-9,i,i,i
Cc1c(NS(=O)(=O)c2ccc(NCCN3CCOCC3)c([N+](=O)[O-])c2)c(=O)n(-c2ccccc2)n1C,i,-5,i,i,i,1,i,-20,i,i,i

Reformatted: entries from further up
The line under a structure holds: TRPC4 PAM, Dyrk1A ADPGlo, TRPC4 agonist, ANO1 block, KCNQ1 inh, HDAC3 inh, KCNQ1 pot, hERG rescue, ANO1 activ, KCNK9 block, KCNK3 block
- O=C(CNc1cc(S(=O)(=O)N2CCOCC2)ccc1NCC1CCCO1)Nc1ccc(C(F)(F)F)cc1 (stereo not given)
→ i, 16, i, i, i, 10, i, -13, i, i, i
- CCC(CC)c1nnc(NS(=O)(=O)Cc2ccccc2)s1
→ i, -3, i, i, i, -7, i, -5, i, i, i
- COc1ccc(C)c2sc(N(CCCN(C)C)C(=O)c3ccc(S(=O)(=O)N(C)C)cc3)nc12
→ i, -1, i, i, i, 7, i, -1, i, i, i
- COc1ccc(N2C(=O)CC(N3CCN(Cc4ccc5c(c4)OCO5)CC3)C2=O)cc1 (stereo not given)
→ i, -21, i, i, i, 7, i, -8, i, i, i
- CCn1c(SC)nnc1C1CCN(S(=O)(=O)c2ccc(OC)cc2)CC1
→ i, 8, i, i, i, 7, i, -11, i, i, i
- CCOc1ccc2nc(COC(=O)c3cccs3)c(C(C)=O)[n+]([O-])c2c1
→ i, x, i, i, i, 2, i, -6, i, i, i
- FC(F)(F)c1ccccc1NC(=S)N1CCCC1
→ i, x, i, i, i, 2, i, -6, i, i, i
- CC1(C)N=C(SCC(=O)Nc2ccc(Cl)cc2)C(c2ccc(Cl)cc2)=N1
→ i, 6, i, i, i, 12, i, -17, i, i, i
- CCCCn1c(C)nc2c(=O)n(C)c(=O)[nH]c21
→ i, -3, i, i, i, -12, i, -9, i, i, i
- Cc1c(NS(=O)(=O)c2ccc(NCCN3CCOCC3)c([N+](=O)[O-])c2)c(=O)n(-c2ccccc2)n1C
→ i, -5, i, i, i, 1, i, -20, i, i, i

Not all compounds are listed; rates above refer to the full screens.
